Rad51 HR inh = blocks human Rad51 in homologous recombination | Q06609 | AID 1385 | inhibition, % at 10 µM | hRad51 DNA strand exchange, fluorescence dequenching | actives 0.085% (n = 200,000);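 active = inhibition above 40% at the single screening dose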;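 also: 0% = DMSO control wells and 100% = blanks with heterologous ssDNA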
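Test system – preformed human Rad51 ssDNA filaments · Reagent – Donor/quencher-labelled 47-bp dsDNA substrate · Incubation – 37 °C 15-min filament assembly, 30-min compound preincubation, 15-min exchange · Signal – FRET fluorescence dequenching, excitation 485 nm, emission 520 nm · Read-out – percent inhibition from fluorescence, normalised to plate control and blank means · Benchmarks – plate control and blank wells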
FXIa inh = factor XIa (human) inhibition. purified FXIa, Boc-Glu-Ala-Arg-AMC fluorogenic substrate. inhibition, % at 5 µM. actives 0.14% (n = 220,000);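 active = inhibition of at least 40%; inactive = inhibition below 40%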;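 also: fluorescence of freed AMC excited at 355 nm; 0% = enzyme without compound and 100% = no enzyme blank; many of its hits are not listed in these tables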
Wee1 stabilizer = inhibitors of human Wee1 degradation. HeLa Luc-Wee1K328M stability, luciferase luminescence; 100% = proteasome inhibitor MG132 effect. actives 1.2% (n = 220,000). reporter increase, % at 5 µM. P30291. AID 1321;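 active = activation above the mean of all tested compounds plus 3 SD, set per screening run, cut at about 8.8% in these data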;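 also: cells exposed to compound for 20 h before luminescence read; 0% = DMSO alone and 100% = MG132 at 30 µM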
hK5 inh = inhibitors of human kallikrein 5; recombinant hK5, fluorogenic AMC substrate cleavage; inhibition, % at 5 µM; actives 0.59% (n = 210,000); AID 873;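 active = inhibition of 40% or more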;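 also: 0% = enzyme controls without compound and 100% = no-enzyme blanks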
Mdm2 ligase inh = inhibitors of human Mdm2 E3 ubiquitin ligase; cell-based MDM2 ubiquitination luciferase reporter, 2 h; 0 = plate control, 100 = twice control, blank-subtracted; signal enhancement, % at 5 µM; actives 0.11% (n = 210,000);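 active = signal enhancement of 30% or more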;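 also: luminescence tracks abundance of the self-degrading MDM2-luciferase fusion protein; higher signal means inhibition of MDM2 E3 ligase activity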
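Test system: mammalian cells stably expressing self-ubiquitinating, self-degrading MDM2 E3–luciferase fusion; Amount: 2000 cells in each well; Medium: DMEM; Schedule: 4 h settle plus 2 h compound, 37 °C; Technique: SteadyLite luciferase luminescence after 15 min room-temperature reagent incubation; Benchmarks: plate control and blank wells.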
p97 inhibitor = inhibitors of human p97 ATPase; inhibition, % at 8 µM; P55072; recombinant p97 ATPase, Kinase-Glo ATP luminescence, 3 h; actives 0.42% (n = 220,000); in the data active = inhibition above about 15%;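 also: 0% = DMSO vehicle and 100% = wells lacking enzyme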
Target sequence (P55072 whole entry, looked up): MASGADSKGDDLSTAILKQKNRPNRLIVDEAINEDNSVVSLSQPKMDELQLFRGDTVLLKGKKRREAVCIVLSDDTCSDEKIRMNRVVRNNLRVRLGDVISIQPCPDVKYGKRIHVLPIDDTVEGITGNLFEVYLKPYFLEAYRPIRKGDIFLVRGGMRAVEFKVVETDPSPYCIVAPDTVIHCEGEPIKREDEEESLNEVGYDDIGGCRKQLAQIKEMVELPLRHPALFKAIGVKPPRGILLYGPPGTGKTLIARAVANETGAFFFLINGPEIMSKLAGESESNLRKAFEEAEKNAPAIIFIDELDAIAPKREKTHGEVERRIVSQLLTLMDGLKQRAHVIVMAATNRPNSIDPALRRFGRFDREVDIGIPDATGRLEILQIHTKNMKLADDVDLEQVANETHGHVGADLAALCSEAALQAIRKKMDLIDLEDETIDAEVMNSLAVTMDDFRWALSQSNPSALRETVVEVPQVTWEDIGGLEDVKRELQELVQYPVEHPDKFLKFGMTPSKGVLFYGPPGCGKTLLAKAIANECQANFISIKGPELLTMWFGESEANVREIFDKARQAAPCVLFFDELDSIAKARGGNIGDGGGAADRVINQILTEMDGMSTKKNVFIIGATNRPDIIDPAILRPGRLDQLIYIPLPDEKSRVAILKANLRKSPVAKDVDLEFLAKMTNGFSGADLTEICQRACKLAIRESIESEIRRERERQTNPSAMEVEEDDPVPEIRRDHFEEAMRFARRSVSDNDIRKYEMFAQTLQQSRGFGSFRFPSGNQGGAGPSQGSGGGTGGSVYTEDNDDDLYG
14-3-3 Bad inh = disrupts binding of bovine 14-3-3 zeta to phospho-Bad peptide; TR-FRET 14-3-3zeta/Dy647-pBad peptide displacement, 1 h; inhibition, % at 21.7 µM; actives 0.71% (n = 220,000); AID 781;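 active = inhibition above about 70%, limit read from the data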;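 also: 0% = full 14-3-3 plus peptide FRET controls and 100% = background without 14-3-3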
Target sequence (P63103 whole entry, looked up): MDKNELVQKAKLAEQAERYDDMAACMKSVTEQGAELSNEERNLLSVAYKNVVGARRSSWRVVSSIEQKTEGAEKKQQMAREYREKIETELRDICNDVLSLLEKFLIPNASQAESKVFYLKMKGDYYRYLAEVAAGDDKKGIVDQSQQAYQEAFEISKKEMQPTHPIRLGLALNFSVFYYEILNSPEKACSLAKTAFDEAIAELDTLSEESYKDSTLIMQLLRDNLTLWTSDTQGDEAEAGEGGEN
FXIIa inh 1536 = factor XIIa (human) inhibition. P00748. purified FXIIa, Boc-QGR-AMC fluorogenic substrate, 2 h. inhibition, % at 5 µM. actives 0.3% (n = 220,000); in the data active = inhibition above about 40%;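 also: 0% = enzyme with no compound and 100% = blank without enzyme; many of its hits are not listed in these tables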
eIF4E 4G PPI = blocks eIF4E binding to eIF4G | TR-FRET eIF4E-eIF4GI(517-606) binding, 2 h | actives 0.37% (n = 220,000) | P63073+Q04637 | inhibition, % at 21.7 µM;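 active = inhibition above about 30%, limit read from the data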;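 also: 0% = full FRET control wells and 100% = background wells lacking eIF4GI fragment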
The depositor's hits bear a star; nt = not tested or not shown; [ ] = dose if it differs, or a comment.

SMILES | Rad51 HR inh | FXIa inh | Wee1 stabilizer | hK5 inh | Mdm2 ligase inh | p97 inhibitor | 14-3-3 Bad inh | FXIIa inh 1536 | eIF4E 4G PPI
CCOc1cccc(=O)c2c(C)n(Cc3ccccc3)c(C)c12 | -5 | -2 | -2 | -2 | 6 | 6 | -10 | 5 | 3
CCn1cc(C(=O)N/N=C(/C)c2ccc(F)cc2)c(=O)c2cc(F)c(N3CCCC3)cc21 | 6 | -2 | -2 | -19 | -2 | 5 | 41 | 7 | -29
CC1CCN(CC(=O)Nc2ccccc2Sc2ccccc2)CC1 | nt | 3 | 1 | -31 | nt | 2 | -8[fluorescence artefact?] | 2 | 0
O=C(CN1CCN(CCO)CC1)Nc1ccccc1 | -9 | 3 | 6 | 8 | -2 | 0 | 73* | 9 | 3
Cc1ccc(C(C(=O)Nc2ccc3c(c2)OCO3)N(C)C(=O)/C=C\c2ccc3c(c2)OCO3)cc1 (stereo not drawn) | 13 | 2 | 2 | -13 | 8 | -2 | -14 | 10 | 8
CN(C(=S)NC(=O)Cc1ccccc1)c1ccccc1 | -2 | 0 | -3 | -4 | -14 | 11 | -8 | 1 | -1
Cc1ccc(S(=O)(=O)NCCSc2nnnn2-c2ccccc2)cc1 | -7 | 4 | 1 | 10 | -8 | -4 | 5 | 19 | 0
CCc1nnc(SCC(=O)Nc2ccc3c(c2)OCO3)o1 | -3 | 2 | -1 | -11 | -33 | -7 | -10[fluorescence artefact?] | 15 | 0
S=c1[nH]nc(-c2ccccc2)c2ccccc12 | -8 | -2 | 0 | 1 | -12 | -1 | -11 | 5 | 2
O=S(=O)(N/N=C/c1ccccc1OCc1ccc(Cl)cc1)c1ccccc1 | -3 | 18 | 0 | 0 | -13 | 5 | 16[fluorescence artefact?] | 26 | -1
O=[N+]([O-])c1cc(S(=O)(=O)Nc2ccc(Cl)cc2)ccc1N/N=C/c1ccncc1 | 0 | -1 | -3 | 0 | -10 | 1 | 23 | 6 | 11
CCc1ccccc1NC(=O)CCC(=O)OCC(=O)c1ccc(-c2ccccc2)cc1 | -11 | -5 | 2 | -17 | -9 | 2 | 7 | 1 | 0
O=C(O)CC(Cc1ccccc1)C(=O)Nc1ccc([N+](=O)[O-])cc1 (stereo not drawn) | -6 | -2 | 3 | -25 | -5 | 1 | -13[fluorescence artefact?] | 1 | 1
O=C1CC(Sc2ncccn2)C(=O)N1c1ccccc1C(F)(F)F (stereo not drawn) | -7 | 3 | 0 | -32 | -1 | 2 | 3 | 7 | 10
COc1ccccc1N1CCN(C(c2cc3ccc(C)cc3[nH]c2=O)c2nnnn2C2CCCC2)CC1 (stereo not drawn) | 5 | 3 | -1 | -16 | -6 | 4 | -5 | 14 | -10
NC(Cc1ccc(O)c([N+](=O)[O-])c1)C(=O)O (stereo not drawn) | 5 | 0 | -1 | -16 | -1 | 2 | -17 | 8 | -11
CCN(C(=O)c1cnc(N2CCN(c3ncccn3)CC2)c2ccccc12)c1cccc(Cl)c1 | -4 | -2 | 3 | -2 | -2 | -3 | -8 | 5 | -6
CC(C)NC(=O)c1ccc(COCC(F)(F)F)cc1 | -9 | 2 | -1 | -4 | -15 | 0 | 1[fluorescence artefact?] | 9 | 3[fluorescence artefact?]
O=C(CSC1=NC(=O)C(Cc2ccccc2)C(=O)N1)Nc1ncc(Br)cc1Br (stereo not drawn) | -1 | -6 | -2 | -8 | 1 | 4 | -12 | 2 | 2
Cc1c(NC(=O)/C(=C/c2cccs2)c2cccs2)c(=O)n(-c2ccccc2)n1C | -7 | 10 | 4 | -2 | -4 | 5 | -5 | 17 | -1[fluorescence artefact?]
Cc1noc(C)c1S(=O)(=O)NCCc1ccc(S(N)(=O)=O)cc1 | 9 | 7 | -1 | -2 | -9 | 6 | 0[fluorescence artefact?] | 12 | 3[fluorescence artefact?]
CCSc1nnc2c(n1)OC1(CCCC1)Nc1ccccc1-2 | 1 | -6 | -1 | -12 | -4 | 5 | 2 | 7 | -6
CCn1cc([N+](=O)[O-])c(C(=O)N2N=C(c3ccc4ccccc4c3)CC2c2ccccc2O)n1 (stereo not drawn) | -1 | -5 | -1 | -6 | -2 | 4 | -7 | 1 | 1[fluorescence artefact?]
CCOC(=O)c1cnc(-n2nc(C)cc2C)nc1N(C)C | 0 | 3 | 4 | -19 | -7 | -10 | 22 | 8 | 3
CCCC(=O)c1cc2c(cc1NC(=O)CC)OCCO2 | 4 | -3 | -2 | -16 | -22 | -2 | -8 | -3 | -9
CCCCOC(=O)CCn1[nH]c(=O)c2ccccc2c1=O | 9 | 3 | -1 | -19 | -11 | 10 | -3 | 19 | -10
CN1CCN(c2ccc(NC(=O)c3ccc(C#N)cc3F)cc2Cl)CC1 | nt | -1 | -2 | 11 | -13 | 2 | -4 | 4 | 0
Cc1ccc(-c2nnc(-c3ccc(Br)cc3)o2)o1 | -2 | 5 | -1 | 20 | -25 | -2 | 4 | 13 | 10
O=C1C2C3C=CC([C@@H]2C(=O)N1C1CC1)[C@H]1C(=O)N(C2CC2)C(=O)C31 (stereo partly drawn) | -7 | 4 | -5 | -5 | -21 | 4 | -10 | 14 | -7
O=C(/C=C/c1ccc(S(=O)(=O)N2CCOCC2)cc1)NCc1ccccc1 | 0 | 5 | -3 | -6 | 6 | 2 | 4[fluorescence artefact?] | 15 | -2
COc1ccccc1CNC(=O)CCCN1C(=O)COc2ccc(C)cc21 | 1 | 7 | -1 | 0 | -13 | -3 | -7 | 18 | 0
CCOc1ccccc1C1CC(=O)NC(SCC(=O)Nc2nccs2)=C1C#N (stereo not drawn) | 0 | -2 | -2 | -28 | -6 | 3 | 8 | -4 | 5
COc1ccc(C(CNC(=O)Cc2ccccc2F)N2CCCCC2)cc1 (stereo not drawn) | 2 | 6 | 0 | 2 | -6 | -3 | 9 | 10 | -4
COc1ccc(C2C(C#N)=C(SC)NC3=C2C(=O)CC(C)(C)C3)cc1 (stereo not drawn) | nt | -6 | 0 | -10 | -15 | 4 | 5 | 1 | 2
CCCCS(=O)CC(COc1ccc(Cl)cc1)OC(=O)c1ccccc1 (stereo not drawn) | -5 | -20 | -4 | 9 | -9 | -5 | 9 | 12 | 1
COC(=O)c1cc(OC)c(OC)cc1NC(=O)c1ccc(C)cc1 | 1 | -3 | -1 | -4 | 8 | -2 | 0 | -14 | -4
O=C(NC1CCCCC1)C(c1cccs1)N(C(=O)C(F)(F)F)c1ccccc1 (stereo not drawn) | -1 | 20 | 1 | -3 | -22 | 2 | -5 | 18 | 2[fluorescence artefact?]
CC12CCC(C(=O)NNc3ccc([N+](=O)[O-])cc3)(OC1=O)C2(C)C (stereo not drawn) | 12 | 5 | 0 | 0 | 15 | -4 | -3 | 7 | 1
O=C(CC1(O)C(=O)N(CCc2ccccc2)c2ccccc21)c1ccccn1 (stereo not drawn) | -10 | -2 | 0 | nt | -6 | 2 | -9 | 7 | -3
COc1ccc(C2C(C#N)=C(/N=C/N3CCN(C)CC3)OC3=C2C(=O)CC(C)(C)C3)cc1 (stereo not drawn) | 1 | -4 | -2 | -4 | -5 | 3 | 0 | 10 | -10
CC(C)NC(=O)c1ccccc1NC(=O)/C=C/c1cccc([N+](=O)[O-])c1 | -6 | -1 | 3 | -11 | -15 | 4 | -14 | 10 | -1
O=C(COC(=O)Cc1ccccc1[N+](=O)[O-])NC1CCCC1 | 2 | -6 | -3 | -4 | -1 | -6 | 3 | 3 | 5
CC(=O)N(C)c1ccc(NC(=O)COc2ccc(Br)cc2C)cc1 | 9 | 6 | 2 | -17 | -2 | -1 | -11 | 14 | 16
Cc1ccc(NC2=CC(=O)CC(C)(C)C2)cc1C | -3 | 1 | -3 | 0 | -11 | 0 | -7 | 10 | -2
COc1ccc(Cl)cc1NC(=O)CSc1nc(C)cc(C)n1 | 9 | -4 | -3 | -4 | 8 | -2 | -12 | 6 | 3
CCSc1nnc(NC(=O)CSc2nnc(-c3c[nH]c4ccccc34)n2CC)s1 | 6 | 2 | 2 | -19 | -15 | -3 | 9 | 7 | 3[fluorescence artefact?]
NS(=O)(=O)c1ccc(CNC(=S)NC2CCCC2)cc1 | 3 | -7 | -1 | -10 | -9 | 0 | 0 | 1 | 2
Cc1nc2sc(C(c3ccc(Br)cc3)N3CC(C)OC(C)C3)c(O)n2n1 (stereo not drawn) | -2 | 4 | 2 | 7 | -19 | 0 | 9 | 14 | 1
COc1ccc(OC)c(-n2c(O)cnc2Nc2nc(C)cc(C)n2)c1 | -4 | 23 | 0 | -9 | -16 | 5 | 7 | 32 | -2
CSc1cccc(NC(N)=O)c1 | -6 | 2 | -3 | 1 | -8 | 7 | -10 | 10 | 1
Cc1cc(=O)oc2cc(OCC(O)CN3CCN(c4ccc(F)cc4)CC3)ccc12 (stereo not drawn) | 2 | -11 | 0 | -15 | -31 | 3 | nt | -7 | nt
Cc1ccc(NC(=O)CN2CCN(c3ccccn3)CC2)c(Cl)c1 | 1 | 0 | -1 | 1 | -9 | -8 | -7 | 8 | -3
Cc1cc(Cl)ccc1Oc1ccc(C(N)=O)cc1[N+](=O)[O-] | -3 | -7 | 0 | -18 | -4 | -2 | 1[fluorescence artefact?] | 4 | 1
C=C(C)COc1ccc(-c2ncncc2Oc2ccc(OC)cc2)c(O)c1 | -3 | 11 | 0 | 43* | -19 | -9 | 4 | 20 | -5
O=S(=O)(/N=C(\c1ccccc1F)N1CCCCC1)c1ccccc1 | -2 | 8 | 6 | -11 | 13 | 3 | -8 | 7 | 4
Cc1ccc2c(c1)C1CN(C)CCC1N2C(=S)NC(=O)c1ccc(Cl)cc1Cl (stereo not drawn) | -15 | -1 | -1 | -3 | nt | 6 | -2 | 5 | -4

Six entries from above, as comma-separated lines:
compound,Rad51 HR inh,FXIa inh,Wee1 stabilizer,hK5 inh,Mdm2 ligase inh,p97 inhibitor,14-3-3 Bad inh,FXIIa inh 1536,eIF4E 4G PPI
Cc1ccc(C(C(=O)Nc2ccc3c(c2)OCO3)N(C)C(=O)/C=C\c2ccc3c(c2)OCO3)cc1 (stereo not drawn),13,2,2,-13,8,-2,-14,10,8
Cc1c(NC(=O)/C(=C/c2cccs2)c2cccs2)c(=O)n(-c2ccccc2)n1C,-7,10,4,-2,-4,5,-5,17,-1[fluorescence artefact?]
Cc1noc(C)c1S(=O)(=O)NCCc1ccc(S(N)(=O)=O)cc1,9,7,-1,-2,-9,6,0[fluorescence artefact?],12,3[fluorescence artefact?]
O=C(O)CC(Cc1ccccc1)C(=O)Nc1ccc([N+](=O)[O-])cc1 (stereo not drawn),-6,-2,3,-25,-5,1,-13[fluorescence artefact?],1,1
COc1ccc(C2C(C#N)=C(SC)NC3=C2C(=O)CC(C)(C)C3)cc1 (stereo not drawn),nt,-6,0,-10,-15,4,5,1,2
CCc1nnc(SCC(=O)Nc2ccc3c(c2)OCO3)o1,-3,2,-1,-11,-33,-7,-10[fluorescence artefact?],15,0
